# High-throughput results as filed in PubChem BioAssay.
# Growth percent in the NCI-60 one-dose screen (48 h, 10 µM unless noted): 100 = growth as untreated, 0 = no growth, -100 = all killed.
# NCI-H23 = NCI-H23 lung cancer; 80,000 compounds, 4% hits; AID 1794731
# OVCAR-3 = OVCAR-3 ovarian cancer. AID 1794787. 79,000 compounds, 7% hits
# NCI/ADR-RES = NCI/ADR-RES ovarian cells; AID 1794790; 81,000 compounds, 4.4% hits
# OVCAR-5 = OVCAR-5 ovarian cancer; AID 1794783; 82,000 compounds, 2.9% hits
# NCI-H226 = NCI-H226 lung cancer. 79,000 compounds, 3.5% hits
# SK-OV-3 = SK-OV-3 ovarian cancer cells; 80,000 compounds, 3.2% hits; AID 1794785
# IGROV1 = IGROV1 ovarian cancer. 79,000 compounds, 4.7% hits. AID 1794786
# SN12C = SN12C renal cancer cells. 81,000 compounds, 3.8% hits
# OVCAR-4 = OVCAR-4 ovarian cancer cells. AID 1794784. 80,000 compounds, 3.7% hits
# Active calls of the source: *; . = not tested or not shown; & = joins results of further samples. Rule for the calls: active = growth percent below 10; inactive = the rest.
SMILES,NCI-H23,OVCAR-3,NCI/ADR-RES,OVCAR-5,NCI-H226,SK-OV-3,IGROV1,SN12C,OVCAR-4
CO[C@@H]1[C@@H](O[C@@H]2O[C@H](C)[C@@H](O[C@H]3C[C@@](C)(O)[C@H](O)[C@H](C)O3)[C@H](N(C)C)[C@H]2O)[C@@H](CC=O)C[C@@H](C)[C@@H](O[C@H]2CC[C@H](N(C)C)[C@@H](C)O2)/C=C/C=C/C[C@H](C)OC(=O)C[C@H]1O,96,101,103,105,95,110,109,103,105
Cc1nn(-c2ccccc2)c2c1C(=O)[C@@]1(C=N2)CCCC1=O,92,113,99,97,98,100,110,100,109
CC/C=C\C/C=C\C[C@H](O)C/C=C1/C(=O)C=C[C@@H]1C/C=C\CCCC(=O)OC,-20*,-40*,12,11,-48*,24,-29*,-29*,28
O=C(ON1C(=O)N[C@H]2CCCC[C@@H]2C1=O)c1ccccc1,101,89,98,95,100,105,108,94,97
O=C1CCC(Nc2ccc(Cl)cc2Cl)N1c1ccccc1 (stereo not given),.,121,104,104,107,114,105,98,116
COc1ccc(N2CCN(C(=O)Cc3ccc(NS(=O)(=O)c4ccccc4)cc3)CC2)cc1,87,96,92,96,89,104,98,95,88
CC(=O)NNCc1ccccc1,100,115,102,96,110,115,122,104,104
c1ccc(C2NCCO2)cc1 (stereo not given),105,103,102,106,96,103,107,99,109
O=C(COc1ccc(C2SCC(=O)N2c2ccccc2)cc1)c1ccccc1 (stereo not given),94,116,97,104,90,111,96,92,107
Cc1cc(C)c2c(Cn3cc(CSc4nc5ccccc5o4)nn3)cc(=O)oc2c1,102,109,108,105,102,89,106,100,107
CC1=C(c2cc(-c3ccccc3O)c(C#N)c(N)n2)C(c2ccccc2)NC(=S)N1 (stereo not given),99,110,102,104,96,124,102,102,102
CN(C)c1ccc(/C=C/C2=[N+](C)c3ccccc3C2(C)C)cc1,5.4*,10,78,36,29,4.0*,35,-9.7*,31
COc1ccc2c(c1)=C/C(=C/c1sc(Nc3ccc(S(N)(=O)=O)cc3)nc1O)C(=O)N=2,97,109,98,102,95,99,99,99,107
C=CCOc1ccc(C#N)cc1,104,98,117,96,108,97,108,97,102
CC1(C)C=C2[C@H]3CC[C@@H]4[C@@]5(C)CC[C@H](O)C(C)(C)[C@@H]5CC[C@@]4(C)[C@]3(C)CC[C@@]2(C(=O)n2ccnc2)CC1,69,87,67,106,78,96,90,80,83
Oc1ccccc1C=Nc1ccc(N=Cc2ccccc2O)cc1,103&95,114&98,94&99,99&109,97&106,81&99,108&103,100&104,101&106
O=C(Cn1nc(N2CCCCC2)ccc1=O)N1CCOCC1,99,105,106,98,92,.,117,103,103
CC(NC(=O)C(C)Oc1ccc(Cl)cc1Cl)C(=O)O (stereo not given),92,.,97,96,93,102,85,73,.
COc1cc(C(=O)/C=C/c2c(C(F)(F)F)nc3ncccn23)cc(OC)c1OC,64,51,.,.,83,95,36,67,71
CCN1CCN(c2cc(C(=O)Nc3nc4ccc(Oc5ccnc(C(=O)NC)c5)cc4s3)cc(C(F)(F)F)c2)CC1,90,.,100,101,91,109,96,75,68

# Another view of part of the listing above.
compound | NCI-H23 | OVCAR-3 | NCI/ADR-RES | OVCAR-5 | NCI-H226 | SK-OV-3 | IGROV1 | SN12C | OVCAR-4
CC(NC(=O)C(C)Oc1ccc(Cl)cc1Cl)C(=O)O (stereo not given) | 92 | . | 97 | 96 | 93 | 102 | 85 | 73 | .
c1ccc(C2NCCO2)cc1 (stereo not given) | 105 | 103 | 102 | 106 | 96 | 103 | 107 | 99 | 109
Cc1cc(C)c2c(Cn3cc(CSc4nc5ccccc5o4)nn3)cc(=O)oc2c1 | 102 | 109 | 108 | 105 | 102 | 89 | 106 | 100 | 107
CCN1CCN(c2cc(C(=O)Nc3nc4ccc(Oc5ccnc(C(=O)NC)c5)cc4s3)cc(C(F)(F)F)c2)CC1 | 90 | . | 100 | 101 | 91 | 109 | 96 | 75 | 68

# New compounds follow.
SMILES,NCI-H23,OVCAR-3,NCI/ADR-RES,OVCAR-5,NCI-H226,SK-OV-3,IGROV1,SN12C,OVCAR-4
CCCCNS(=O)(=O)c1cc(Nc2ccc(O)c3c2C(=O)c2c([N+](=O)[O-])ccc(O)c2C3=O)ccc1OC,100,103,91,116,91,93,112,85,89
C=CN1C(=O)NC2(CCCCC2)C1=O,105,105,109,99,99,104,113,98,116
CCCCCOc1ccc(N2C(=O)C(C)CNC2=S)cc1 (stereo not given),105,99,108,97,93,106,108,85,113
CC(C)(C)[Si](C)(C)OC1[C@@H](O[Si](C)(C)C(C)(C)C)[C@@H](CNC(=O)NC(=O)CCl)O[C@H]1n1cnc2c(NC(=O)Nc3ccccc3)ncnc21 (stereo not given in full),-93*,-82*,20,5.4*,-94*,-93*,-50*,-50*,-42*
CC1(O)CCCCC1O (stereo not given),103,120,105,103,104,101,91,95,107
CCOC(=O)/C(=C/CC/C(C)=C/CC/C(C)=C/CCc1ccoc1)CC(=O)N1CCSCC1,84,78,74,88,92,97,102,90,85
C[C@]12CC[C@@H]3c4cc(OC(F)F)c(O)cc4CC[C@H]3[C@@H]1CC[C@@H]2O,93,93,86,106,100,103,106,96,94
COc1ccc(/C=C/c2cc(O)cc(OC3OC(CO)C(O)C(O)C3O)c2)cc1O (stereo not given),108,109,106,174,103,107,81,88,113
CCCCCCCC/C=C\CCCCCCCCOc1ccccc1CCOP(=O)(O)OCC[N+](C)(C)C,90,56,98,85,96,.,9.7*,70,80
O=C(CSc1oc(-c2ccccc2)nc1S(=O)(=O)c1ccc(F)cc1)c1ccc(Cl)cc1,91,112,85,107,88,99,104,98,92
CCOC(=O)N1CCN(CCOc2ccc(CC(C)C)cc2)CC1,93,103,86,99,95,100,100,91,93
Cc1ccc(C)c2c1sc1n[nH]c(=O)c(=O)n12,97,103,108,109,119,125,125,99,97
O=C(Nc1cccc([N+](=O)[O-])c1)OCc1ccc2c(c1)OCO2,106,110,102,99,95,100,110,95,98
COc1ccc(Nc2nc(SCCC(C)C)nc(-c3cc(OC)c(OC)c(OC)c3)c2C#N)cc1,103,103,95,105,99,107,102,88,98
Nc1nc(Nc2cccnc2)sc1C(=O)c1ccccc1F,38,10.0*,48,26,24,86,21,37,81
Cc1nc2cc(Nc3nc(N4CCOCC4)nc(N4CCN(C)CC4)n3)ccc2n1Cc1ccccc1,.,115,110,97,71,103,103,101,100
C=CCOC(OCC=C)OCC=C,99,106,86,102,98,109,103,95,106
CCOC(=O)C(CC(C)=O)c1ccccc1 (stereo not given),103,116,104,114,93,107,122,100,116
O=C1CCCC2=C1C(c1cccc(F)c1)c1cc3c(cc1N2CCO)OCO3 (stereo not given),98,104,103,89,106,116,102,98,111
COc1ccc(C(=O)N2N=C(c3ccc(Br)cc3)CC2c2cn(-c3ccccc3)nc2-c2ccccc2)cc1 (stereo not given),42,53,41,101,89,77,85,59,67
CC1CCc2c(sc3nc(SCC(=O)N/N=C/c4cccc(O)c4O)n(-c4ccccc4)c(=O)c23)C1 (stereo not given),88,.,89,94,87,107,93,84,85
NNC(=O)CNC(=O)Cn1c(=O)[nH]c2ccccc2c1=O,98,111,94,98,94,102,105,93,106
Cc1nn(C(=O)c2c(-c3ccccc3)noc2C)c(C)c1N=Nc1cc(C(F)(F)F)cc(C(F)(F)F)c1,97,98,101,98,97,112,.,106,90
CCc1cccc(CC)c1-n1nnc(C(=O)c2ccccc2)c1C(=O)OC,77,95,100,113,88,104,87,87,89
O=C(O)C(Cc1c[nH]c2ccc(O)cc12)NCC1(O)OCC(O)C(O)C1O (stereo not given),97,125,97,104,93,110,106,99,113
COc1ccc([C@H]2[C@H](C(=O)Nc3cc(C)cc(C)c3)c3ccccc3C(=O)N2c2ccc(OC)cc2)cc1,90,107,94,116,97,71,88,91,89
CCCCCCCNC1=C(c2ccccc2)C(=O)C(NCCCCCCC)=C(c2ccccc2)C1=O,.,105,110,104,99,100,106,99,100
Cn1nc(C(F)(F)F)c(-c2cc(C(F)(F)F)cc(C(F)(F)F)c2)c1-c1ccc(OCc2ccc(Cl)cc2)cc1O,0.6*,7.0*,2.0*,29,14,-14*,31,7.9*,21
CCc1ccc(NC(=O)N[C@@H](Cc2cccc(F)c2)C(=O)N[C@@H]2C(=O)N3CCC[C@H]3C(=O)N3CCCC[C@H]3C(=O)N[C@@H](CO)C(=O)N3C[C@H](C)C[C@H]3C(=O)O[C@H]2C)c(F)c1,33,.,61,36,-1.9*,22,39,20,25
CC(=O)OCN(C)N=Nc1ccc(C(C)=O)cc1,94,117,94,111,93,111,109,95,99

# Grouped by structure, the compounds so far containing an aryl thioether with sulfur outside any ring.
SMILES,NCI-H23,OVCAR-3,NCI/ADR-RES,OVCAR-5,NCI-H226,SK-OV-3,IGROV1,SN12C,OVCAR-4
Cc1cc(C)c2c(Cn3cc(CSc4nc5ccccc5o4)nn3)cc(=O)oc2c1,102,109,108,105,102,89,106,100,107
O=C(CSc1oc(-c2ccccc2)nc1S(=O)(=O)c1ccc(F)cc1)c1ccc(Cl)cc1,91,112,85,107,88,99,104,98,92
COc1ccc(Nc2nc(SCCC(C)C)nc(-c3cc(OC)c(OC)c(OC)c3)c2C#N)cc1,103,103,95,105,99,107,102,88,98
CC1CCc2c(sc3nc(SCC(=O)N/N=C/c4cccc(O)c4O)n(-c4ccccc4)c(=O)c23)C1 (stereo not given),88,.,89,94,87,107,93,84,85

# Later entries.
SMILES,NCI-H23,OVCAR-3,NCI/ADR-RES,OVCAR-5,NCI-H226,SK-OV-3,IGROV1,SN12C,OVCAR-4
CC/C(=C(/c1ccc(OCCN(C)C)cc1)c1ccc(OC(=O)CCC(=O)c2c(C)[nH]c(/C=C3\N=C(c4ccc[nH]4)C=C3OC)c2C)cc1)c1ccccc1,52,33,21,65,23,64,28,36,37
CC(C)N(CCCC#N)C(C)C,104,108,121,97,114,110,103,94,89
NCCN1C(=O)CNC1=S,110,129,107,110,107,115,119,101,104
CCN(CC)CCC(=O)NCc1cn(-c2ccc3cc4ccc(-n5cc(CNC(=O)CCN(CC)CC)nn5)cc4nc3c2)nn1,100,128,106,100,126,103,131,108,136
O=C(c1ccc(Cl)cc1)C1[C@H](c2ccccc2Cl)[C@@H](c2ccccc2)NC12C(=O)Nc1ccc(Br)cc12 (stereo not given in full),-81*,-48*,-87*,-91*,-89*,-7.7*,-60*,-84*,-33*
CCOC(=O)C1=C(C)NC(SCc2nc(C)c(C)nc2C)N=C1c1ccccc1 (stereo not given),101,105,100,92,97,121,104,90,88
OCC1OC(/C(N=Nc2ccccc2)=N\Nc2ccccc2)C(O)C1O (stereo not given),98,109,100,107,102,109,118,115,118
Cc1cc(C)c2c(n1)sc1c(Nc3ccc(Cl)cc3Cl)ncnc12,19,57,18,57,36,22,70,14,68
O=C(NCC1CC1)c1cccs1,101,106,103,101,99,102,102,108,104
COc1ccc(-c2nn(-c3ccccc3)cc2/C=C2\SC(=S)N(c3ccc(C)cc3)C2=O)cc1,91,113,95,97,91,98,88,90,93
CCOC(=O)n1cc(-c2nonc2-c2cn(C(=O)OCC)c3ccc(OC)cc23)c2cc(F)ccc21,77,93,97,71,79,95,89,81,79
CCCCCCCCCCCC(=O)c1ccccc1,104,115,110,90,106,106,112,91,106
NNC(=O)c1csnn1,97,102,101,94,99,88,101,109,112
CCc1cccc(C(C)(C)C)c1NC(=S)N/C=C(\c1ccccc1)S(=O)Cc1ccccc1 (stereo not given),105,105,108,106,98,99,105,110,90
CCCCOC1=NN(c2ccccc2)C(c2ccc(Cl)cc2)N2CCC[C@@H]12 (stereo not given in full),105,106,98,98,90,55,97,88,91
COc1ccccc1N1C(N)=NC(N)=NC1(C)C,101,102,110,105,98,98,103,99,110
O=C(CCl)Nc1nnc(SCC(=O)Nc2ccccc2C(F)(F)F)s1,88,92,90,103,77,95,70,81,76
O=S(=O)(OCCCOS(=O)(=O)c1ccc(Cl)cc1)c1ccc(Cl)cc1,86,82,84,98,88,103,97,74,80
Cc1ccc(/C=C/c2ccccn2)cc1,98,127,116,116,113,106,126,108,.
O=[N+]([O-])c1ccc(N2CCCC2)c([N+](=O)[O-])c1,106,116,102,87,96,104,110,101,121
O=C(CC(C(=O)O)c1ccccc1)c1ccccc1 (stereo not given),101,109,107,89,102,111,100,97,102
COc1ccc(-c2nc3sc(C)nn3c2-c2nc3c(C)c(C)ccc3[nH]2)cc1,95,98,98,95,104,106,80,95,101
Cc1cc(C)c2c(Nc3ncnc4c3sc3nc(C)cc(C)c34)onc2n1,97,116,97,98,102,104,99,99,96
CCCC(C)(NC(=O)c1ccccc1)C(=O)O (stereo not given),99,106,107,90,100,109,110,102,111
N#CC1=C(c2c[nH]c3ccccc23)Nc2nc(N)nc(N)c2C1c1ccc(Cl)cc1 (stereo not given),70,64,87,100,76,61,75,80,75
Fc1ccccc1-c1cn2ccnc2c(-c2ccc3ncn(C4CCCCC4)c3c2)n1,96,100,95,93,71,100,108,90,95
C[C@H](c1nc2ccc(N)cc2[nH]1)[C@H]1CC[C@H]2[C@@H]3CCC4=CC(=O)CC[C@]4(C)[C@H]3CC[C@]12C,86,92,89,102,91,91,85,88,88
COc1ccc(Cn2cc3c(c2)-c2oncc2CC3)cc1OC,17,-27*,1.6*,40,31,-12*,18,39,43
Cc1cnc(N=Nc2ccccc2)[nH]1,99,98,105,112,102,95,83,102,104
COc1ccc(C2CC(c3ccccc3)=NN2/C=C2\SC(=S)N(NC(=O)Cc3ccccc3Nc3c(Cl)cccc3Cl)C2=O)cc1 (stereo not given),101,106,105,114,98,100,101,100,99
O=c1c2cnn(-c3ccccc3)c2nc2n1N=C1c3ccccc3CN1N2,102,111,106,106,107,105,113,113,114
